M. tuberculosis GlmU = inhibition of mycobacterial GlmU enzyme – biochemical, glucosamine-1-phosphate acetyltransferase (AID 1376); M. tuberculosis GlmU acetyltransferase enzyme assay; higher % means a stronger effect; inhibition, %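 (tested at 30 µM in the primary screen)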, or IC50 in µM where a hit was titrated; 0.25% of 220,000 active; in the data active = inhibition above about 13%;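 note: 0% = complete reaction with vehicle and 100% = reaction without substrate; strong numbers were not always called active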
RmlCD inh 1536 = M. tuberculosis RmlC/RmlD inhibition | P9WH09+P9WH11 | RmlC+RmlD coupled enzyme assay, percent inhibition; primary screen in compound mixtures | inhibition, % at 3.6 µM | 0.03% of 160,000 active | AID 1533; in the data active = inhibition mostly above about 34%, no sharp cut-off; note: some results filed as inactive read as strong as hits
Target sequence (P9WH09 whole entry, looked up): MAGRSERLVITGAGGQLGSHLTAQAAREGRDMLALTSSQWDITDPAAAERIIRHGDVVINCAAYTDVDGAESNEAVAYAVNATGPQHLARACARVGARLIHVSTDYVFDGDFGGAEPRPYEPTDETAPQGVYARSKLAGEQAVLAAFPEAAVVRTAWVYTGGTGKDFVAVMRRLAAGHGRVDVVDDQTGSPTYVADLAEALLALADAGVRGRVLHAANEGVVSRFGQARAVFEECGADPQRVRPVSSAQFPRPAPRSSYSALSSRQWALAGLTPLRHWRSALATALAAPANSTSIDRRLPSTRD
Target sequence (P9WH11 whole entry, looked up): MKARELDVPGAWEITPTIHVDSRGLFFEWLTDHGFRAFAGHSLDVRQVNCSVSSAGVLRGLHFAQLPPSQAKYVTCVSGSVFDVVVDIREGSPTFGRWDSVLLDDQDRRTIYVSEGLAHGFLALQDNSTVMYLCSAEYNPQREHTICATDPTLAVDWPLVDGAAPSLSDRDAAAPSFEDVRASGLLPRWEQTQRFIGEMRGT
Starred values were filed as active, the others as inactive; · = no result given. Not all compounds are listed; rates above refer to the full screens.

The opening 6 entries as a preview:
SMILES | M. tuberculosis GlmU | RmlCD inh 1536
CN(C)C(=O)c1ccc(-c2n[nH]c(=O)c3ccccc23)cc1 | -4.5% | 9
COc1ccc(/C=N/n2c(C)nc3c([nH]c4ccccc43)c2=O)cc1CN1CCCC(C)(C)C1 | 1.0% | ·
Cc1c(Cl)cccc1Nc1nc(N)nc(CN2CCc3ccccc3C2)n1 | -0.1% | ·
O=c1c2ccccc2ncn1-c1ccccc1F | 4.4% | ·
COc1ccc(C(=O)Nc2c(F)c(F)c(F)c(F)c2F)c(OC)c1 | -1.8% | -13
CC1=NC(=O)C(N=Nc2cccc(O)c2)N1c1ccccc1 (stereo not drawn) | 0.1% | 40

This part in full, from the start:
SMILES | M. tuberculosis GlmU | RmlCD inh 1536
CN(C)C(=O)c1ccc(-c2n[nH]c(=O)c3ccccc23)cc1 | -4.5% | 9
COc1ccc(/C=N/n2c(C)nc3c([nH]c4ccccc43)c2=O)cc1CN1CCCC(C)(C)C1 | 1.0% | ·
Cc1c(Cl)cccc1Nc1nc(N)nc(CN2CCc3ccccc3C2)n1 | -0.1% | ·
O=c1c2ccccc2ncn1-c1ccccc1F | 4.4% | ·
COc1ccc(C(=O)Nc2c(F)c(F)c(F)c(F)c2F)c(OC)c1 | -1.8% | -13
CC1=NC(=O)C(N=Nc2cccc(O)c2)N1c1ccccc1 (stereo not drawn) | 0.1% | 40
O=C(Nc1ccccc1)[C@@H]1CC=C[C@@H]2CCN(Cc3ccccc3)C(=O)[C@@H]21 | -2.6% | ·
CCCc1ccc(-c2csc(NC(=O)Cc3cccs3)n2)cc1 | 1.9% | -5
Cc1cccc(OCCCn2c(=O)oc3ccccc32)c1 | 1.5% | -6
FC(F)(F)c1cccc(Cn2cnc(NC(=S)NCCc3ccccc3)n2)c1 | -3.4% | -5
Cc1nnn(C23C[C@@H]4C[C@@H](CC(C(=O)N5CCN(c6ccccc6)CC5)(C4)C2)C3)n1 | -1.9% | 10
COCCNC(=O)CS(=O)(=O)Cc1nc(-c2ccc(C)cc2)oc1C | -3.0% | 3
O=C(NNC(=S)NC(=O)c1cccnc1)c1ccc(F)cc1 | 14%* | -8
COc1ccc(OC)c(S(=O)(=O)Nc2ccccc2C(=O)O)c1 | -0.9% | ·
O=C(NCc1ccccc1)c1ccc(CS(=O)(=O)Cc2ccccc2F)o1 | 2.2% | -6
O=C(CN1C(=O)NC2NC(=O)NC21)N/N=C/c1ccccc1F (stereo not drawn) | -4.5% | 10
Cc1cc(C)c(NC(=O)Cn2nc(-c3ccccc3)nc2-c2ccccc2)c(C)c1 | -2.5% | ·
Cc1nnc(SCC(=O)N(C(C)C)C(C)C)nc1C | 1.1% | ·
COc1ccc(C2c3c(ccc4ccccc34)Oc3ncn4nc(Cc5ccc(OC)c(OC)c5)nc4c32)cc1 (stereo not drawn) | 0.0% | 7
CCC1c2ccc(C)n2CCN1C(=O)Nc1cc(Cl)ccc1OC (stereo not drawn) | 0.4% | -4
CCCn1nnnc1SCC(=O)NCc1ccc2c(c1)OCO2 | 2.6% | -9
COc1ccc(CNC(=O)/C(C)=C\C(=O)O)cc1 | · | 7
O=C(CS(=O)(=O)c1c[nH]c2ccccc12)NC1CCCCC1 | 2.4% | 6
CCc1ccc(N=CC23c4ccccc4C(c4ccccc42)C2C(=O)N(c4ccc(OC)cc4)C(=O)C23)cc1 (stereo not drawn) | -1.9% | ·
Cc1ccccc1NC(=O)c1ccc(Cl)c(NC(=O)c2cccnc2)c1 | 3.5% | ·
CCOc1cc(/C=N/NC(=O)C(N)=O)cc(Br)c1O | -5.6% | -4
COCCn1c(C)cc(C(=O)CSc2ncn[nH]2)c1C | 0.7% | 7
COc1ccccc1C(=O)Nc1ccc(Oc2nnc(-c3ccc(C)cc3)c3ccccc23)cc1 | 1.7% | 23
CCOC(=O)N1CCN(c2cc(C)c(C(C)=O)cc2F)CC1 | -1.9% | ·
CC(C)(C)Sc1ccc(N)nc1 | 0.7% | 5
O=C1/C(=C/Nc2ccc3c(c2)OCO3)CCc2ccccc21 | 4.2% | ·
Cc1ccc(SCC(=O)NCCCc2ccccc2)cc1 | -5.9% | -11
COC(=O)Oc1ccc(/C=N/NC(=O)CSCc2ccccc2Br)cc1OC | 0.3% | -6
O=C1c2ccccc2-c2onc3ccc(NCCCn4ccnc4)c1c23 | -3.0% | 5
O=C1N=C(N2CCOCC2)S/C1=C\c1ccncc1 | 6.5% | ·
O=C(CCCc1ccccc1)Nc1cccnc1 | -4.2% | -2
O=S(=O)(Cc1ccccc1Cl)c1ncn[nH]1 | 1.0% | -19
Cc1ccc(C(C(=O)NC2CCCCC2)N(CC2CCCO2)C(=O)CNC(=O)c2cccs2)cc1 (stereo not drawn) | -3.1% | -2
O=C(NC1CCCCCC1)c1cccnc1Sc1ccc(Cl)cc1 | 2.2% | ·
CCOc1cc(C(=O)CSc2nnc(CNc3ccc(Cl)cc3)o2)ccc1NC(=O)CC | -1.1% | ·
COc1ccc(C2/C=C\CN(C(=O)Oc3ccc(C(F)(F)F)cc3)CC(=O)N2Cc2ccc(F)cc2)cc1 (stereo not drawn) | 0.7% | ·
COc1ccc(Cc2noc(CN(C)Cc3ccc(-n4cccn4)cc3)n2)cc1OC | -3.2% | -3
Cc1ccc(-c2cc(C(F)F)nc(NCc3cccs3)n2)cc1 | 1.2% | ·
Cc1ccc2c(n1)CC(C)(C)CC2=O | 2.3% | -12
CC(C)C(=O)Nc1ccc(C(=O)N/N=C/c2cc(Br)cc(Br)c2O)cc1 | 3.7% | ·
CC(C)NC(=O)CSc1nnc(C2CC2)n1-c1ccccc1 | 3.0% | -8
Cc1cc(C(=O)COC(=O)c2csc3c2CCCC3)c(C)n1C | -8.4% | ·
Cc1nn(Cc2ccccc2)c(C)c1NC(=O)c1cc2nc(-c3ccco3)cc(C(F)(F)F)n2n1 | -1.8% | ·
COc1ccc(CCC(=O)Nc2ccc(-c3noc(-c4ccc(OC)c(OC)c4)n3)cc2)cc1 | -5.3% | 12
C[C@H](N)c1nnc(SCC(=O)c2ccc(Cl)cc2)o1 | -0.8% | 4
COc1ccc(S(=O)(=O)CCC(=O)N2CCN(c3ccccc3F)CC2)cc1 | -3.9% | ·
CCc1ccc(OC(C)c2nnc(SCC(=O)Nc3ncccc3C)n2C)cc1 (stereo not drawn) | -0.6% | ·
O=C(CCCn1c(SCC(=O)c2ccc(Cl)cc2)nc2ccccc2c1=O)NCc1ccco1 | 3.4% | ·
NC(=O)c1cc(NC(=O)c2cc(Br)c(Br)s2)cc(C(N)=O)c1 | -11% | 1
CCC(c1nnnn1C1CCCC1)N(Cc1cccs1)Cc1cc2cccc(C)c2[nH]c1=O (stereo not drawn) | -1.5% | 3
CCOc1cc(/C=C2/C(=O)N(c3ccccc3)N=C2C)ccc1OC(=O)c1cccs1 | 5.7% | -6
COc1ccc(/C=N/n2c(SC)nnc2-c2ccccc2)c(OC)c1OC | 7.7% | 0
CCOC(=O)C1(CCCc2ccccc2)CCN(C2CCCC2)CC1 | -2.7% | -10
COc1cc2c(cc1OC)CN(C(=O)c1ccc3nc[nH]c3c1)CC2 | -3.3% | ·
O=C1NC(=O)C(=Cc2ccc(OCCOc3ccc([N+](=O)[O-])cc3)cc2)C(=O)N1 | -2.5% | -2

More records follow.
SMILES | M. tuberculosis GlmU | RmlCD inh 1536
CCOc1ccccc1CN1CCN(S(=O)(=O)CC)CC1 | -2.3% | ·
COc1cc(/C=N/Nc2ccc(C(=O)O)cc2)ccc1O | 0.9% | -10
O=C(CSC1=N/C(=C/c2ccco2)C(=O)N1c1ccc(OC(F)F)cc1)NC1CCS(=O)(=O)C1 (stereo not drawn) | -2.9% | ·
O=C(NCc1ccccc1)C1=C[C@@H](C2CCCCC2)C[C@@H](OCCCCO)O1 | -1.7% | ·
CCN(CC)c1ccc(/C=N/NC(=O)C(O)(c2ccccc2)c2ccccc2)o1 | -5.1% | -14
Cc1sc2nc(C(C)C)nc(SCC(=O)N3c4ccccc4CC3C)c2c1C (stereo not drawn) | -1.0% | -10
COC(=O)c1ccc(/C=N/OCC(=O)NCCc2ccc(OC)c(OC)c2)cc1 | 7.4% | 6
CCSc1nnc(NC(=O)CSc2nncc(=O)n2N)s1 | 1.7% | -10
COc1ccccc1Cc1nc(-c2ccc(C)cc2)no1 | 0.7% | 9
Cc1ccc(C(=O)Cn2cnc3ccccc3c2=O)cc1 | -2.2% | ·
CC(C)C(OC(=O)c1cc2c(s1)CCCCC2)C(=O)NC(N)=O (stereo not drawn) | -4.7% | -13
Cn1c(=O)n(CCc2ccccc2)c(=O)c2c1nc1n2CCCN1CCc1ccccc1 | -0.6% | 66
CN(C)NC(=S)Nc1cccc(Cl)c1 | 2.9% | ·
O=C(c1ccccc1)c1ccc(O)cc1O | -5.9% | ·
CC1CC(NC(=O)/C=C/C(=O)O)CC(C)(C)C1 (stereo not drawn) | · | 7
CCCCCC(=O)N/N=C/c1cccs1 | 4.0% | -3
Cc1ccccc1CN1C[C@@H]2C[C@@H](c3cn[nH]c3-c3ccc(F)cc3)N3CCC[C@@]23C1=O | 0.5% | 8
Cc1cc(NC(=O)c2ccc(F)cc2)n(CCOC(=O)c2ccc(F)cc2)n1 | 0.2% | -6
Cc1onc(-c2c(F)cccc2Cl)c1C(=O)N=C(N)N1CC(C)OC(C)C1 (stereo not drawn) | 3.8% | 1
CCCCCNCc1ccc(Br)cc1 | 0.0% | ·
NC(=O)N/N=C/c1ccc(OCc2cccc(Cl)c2)cc1 | 2.8% | 7
NC(=O)C(=O)N/N=C1\CCc2ccccc21 | -1.4% | ·
O=C(N/N=C/c1ccc(Sc2nc3ccccc3s2)c([N+](=O)[O-])c1)c1ccccn1 | 0.6% | -5
C=C(C)Cn1c(C(C)NC(=O)CCC)nc2ccccc21 (stereo not drawn) | -5.3% | 6
CCOC(=O)c1ccc(N2C(=O)CC(Nc3ccc(CCO)cc3)C2=O)cc1 (stereo not drawn) | 1.1% | -2
COc1cc(C2CC(=O)Nc3n[nH]c(-c4ccccc4)c32)cc(OC)c1OC (stereo not drawn) | 0.6% | 14
Cc1cccc(-n2c(C)n[nH]c2=S)c1 | -2.0% | ·
CC1Cc2ccccc2N1Cc1nc2scc(-c3cccs3)c2c(=O)[nH]1 (stereo not drawn) | 1.0% | ·
COc1cc2c(C(=O)NC3CCCCCC3)cn(C)c(=O)c2cc1OC | -4.9% | -6
COc1ccc(N2CCN(C(c3cccs3)C(C)NS(C)(=O)=O)CC2)cc1 (stereo not drawn) | -1.9% | 7
O=[N+]([O-])c1cc(C(F)(F)F)ccc1NCCc1c[nH]c2ccc(O)cc12 | 5.6% | -6
COC(=O)CN(c1nc(C)cc(OC)n1)S(=O)(=O)c1ccc(C)cc1 | -2.5% | -8
COC(=O)/C=C1/SC(=NC(=O)c2ccc(F)cc2)NC1=O | 1.5% | -10
Nc1cc(=O)[nH]c(SCc2nc3ccccc3n2Cc2ccccc2)n1 | -2.0% | ·
CCOc1ccccc1C(=O)Nc1nnc(SCC(=O)Nc2cc(C)on2)s1 | -0.8% | -11
COc1cccc2[nH]c3c(N4CCc5ccccc5C4)ncnc3c12 | 3.6% | -6
S=C(NCCc1ccccc1)Nc1ccc(Cl)cc1Cl | 1.3% | ·
O=C(NCc1ccccc1F)C1CCN(C(=O)NCc2ccccc2)CC1 | -4.2% | 9
O=C(NC(Cc1ccccc1)C(=O)O)/C(=C/c1ccc([N+](=O)[O-])cc1)NC(=O)c1ccccc1Br (stereo not drawn) | 3.0% | -11
COc1cc(OC)c(NC(=O)c2ccoc2C)cc1Cl | 3.6% | -9
Cc1ccc(OCC(=O)Nc2cccc(S(=O)(=O)N3CCOCC3)c2)c([N+](=O)[O-])n1 | -2.7% | -1
c1ccc(-c2nnc(SCc3nnc(-c4cccs4)o3)o2)cc1 | 0.9% | ·
COc1ccc(C(=O)NNC(=O)c2cccc(F)c2)cc1 | 2.1% | -1
Cn1cccc1/C=N/NC(=O)c1sc2cc(Cl)ccc2c1Cl | -5.0% | -3
N#Cc1c(-c2ccc(F)cc2)ccnc1N1CCOCC1 | -5.0% | -4

An excerpt of these results, with two lines to a compound:
Results follow in this order: M. tuberculosis GlmU, RmlCD inh 1536
Cc1ccc(OCC(=O)Nc2cccc(S(=O)(=O)N3CCOCC3)c2)c([N+](=O)[O-])n1
  -2.7%, -1
c1ccc(-c2nnc(SCc3nnc(-c4cccs4)o3)o2)cc1
  0.9%, ·

Reformatted with each value named: two of the compounds above.
> COc1ccc(C(=O)NNC(=O)c2cccc(F)c2)cc1
  M. tuberculosis GlmU: 2.1%
  RmlCD inh 1536: -1

> Cn1cccc1/C=N/NC(=O)c1sc2cc(Cl)ccc2c1Cl
  M. tuberculosis GlmU: -5.0%
  RmlCD inh 1536: -3

Other entries follow:
SMILES | M. tuberculosis GlmU | RmlCD inh 1536
C#CCSc1cc(C(F)(F)F)nc(-c2ccccn2)n1 | 5.0% | -8
CCOC(=O)c1c(-c2cccc([N+](=O)[O-])c2)csc1N | -3.3% | -12
CC1CCN(S(=O)(=O)c2ccc(-c3nnc(SCc4cccnc4)o3)cc2)CC1 | 0.7% | 7
Cn1cc(Cl)c(C(=O)N/N=C/c2ccc(OS(=O)(=O)c3ccccc3)cc2)n1 | 4.4% | ·
CCc1ccc(C(=O)COC(=O)CNC(=O)c2ccc(N3C(=O)c4ccccc4C3=O)cc2)cc1 | 1.6% | 10
O=C(CN1CCN(Cc2ccccc2)C1=O)NCCCN1CCOCC1 | 9.0% | -7
COc1ccc(C2NC(=O)NC(C)=C2C(=O)Nc2cccc(C)c2C)cc1 (stereo not drawn) | 9.4% | ·

2 records drawn at random from those above:
SMILES | M. tuberculosis GlmU | RmlCD inh 1536
C#CCSc1cc(C(F)(F)F)nc(-c2ccccn2)n1 | 5.0% | -8
COc1ccc(C2NC(=O)NC(C)=C2C(=O)Nc2cccc(C)c2C)cc1 (stereo not drawn) | 9.4% | ·
